# KDM5B inh – Primary screen for KDM5B Histone Demethylases FDH-coupled qHTS; Lysine-specific demethylase 5B (Homo sapiens), Q9UGL1; KDM5B demethylase, FDH-coupled NADH fluorescence (FDH is formaldehyde dehydrogenase); Potency, µM (doses to about 57.7 µM), without a hit: top-dose activity change, negative = inhibition, usual class: inhibitors; 2.6% of 220,000 active; AID 1347165, 2019; active = well fitted inhibition curve with a large enough effect; inconclusive = small, poorly fitted or top-dose-only effect; inactive = no such curve, though single readings can be large or run the other way; note: 0% is about no effect; nearly all actives have a fitted effect of over 70% in size
# Target sequence (Q9UGL1 whole entry, looked up): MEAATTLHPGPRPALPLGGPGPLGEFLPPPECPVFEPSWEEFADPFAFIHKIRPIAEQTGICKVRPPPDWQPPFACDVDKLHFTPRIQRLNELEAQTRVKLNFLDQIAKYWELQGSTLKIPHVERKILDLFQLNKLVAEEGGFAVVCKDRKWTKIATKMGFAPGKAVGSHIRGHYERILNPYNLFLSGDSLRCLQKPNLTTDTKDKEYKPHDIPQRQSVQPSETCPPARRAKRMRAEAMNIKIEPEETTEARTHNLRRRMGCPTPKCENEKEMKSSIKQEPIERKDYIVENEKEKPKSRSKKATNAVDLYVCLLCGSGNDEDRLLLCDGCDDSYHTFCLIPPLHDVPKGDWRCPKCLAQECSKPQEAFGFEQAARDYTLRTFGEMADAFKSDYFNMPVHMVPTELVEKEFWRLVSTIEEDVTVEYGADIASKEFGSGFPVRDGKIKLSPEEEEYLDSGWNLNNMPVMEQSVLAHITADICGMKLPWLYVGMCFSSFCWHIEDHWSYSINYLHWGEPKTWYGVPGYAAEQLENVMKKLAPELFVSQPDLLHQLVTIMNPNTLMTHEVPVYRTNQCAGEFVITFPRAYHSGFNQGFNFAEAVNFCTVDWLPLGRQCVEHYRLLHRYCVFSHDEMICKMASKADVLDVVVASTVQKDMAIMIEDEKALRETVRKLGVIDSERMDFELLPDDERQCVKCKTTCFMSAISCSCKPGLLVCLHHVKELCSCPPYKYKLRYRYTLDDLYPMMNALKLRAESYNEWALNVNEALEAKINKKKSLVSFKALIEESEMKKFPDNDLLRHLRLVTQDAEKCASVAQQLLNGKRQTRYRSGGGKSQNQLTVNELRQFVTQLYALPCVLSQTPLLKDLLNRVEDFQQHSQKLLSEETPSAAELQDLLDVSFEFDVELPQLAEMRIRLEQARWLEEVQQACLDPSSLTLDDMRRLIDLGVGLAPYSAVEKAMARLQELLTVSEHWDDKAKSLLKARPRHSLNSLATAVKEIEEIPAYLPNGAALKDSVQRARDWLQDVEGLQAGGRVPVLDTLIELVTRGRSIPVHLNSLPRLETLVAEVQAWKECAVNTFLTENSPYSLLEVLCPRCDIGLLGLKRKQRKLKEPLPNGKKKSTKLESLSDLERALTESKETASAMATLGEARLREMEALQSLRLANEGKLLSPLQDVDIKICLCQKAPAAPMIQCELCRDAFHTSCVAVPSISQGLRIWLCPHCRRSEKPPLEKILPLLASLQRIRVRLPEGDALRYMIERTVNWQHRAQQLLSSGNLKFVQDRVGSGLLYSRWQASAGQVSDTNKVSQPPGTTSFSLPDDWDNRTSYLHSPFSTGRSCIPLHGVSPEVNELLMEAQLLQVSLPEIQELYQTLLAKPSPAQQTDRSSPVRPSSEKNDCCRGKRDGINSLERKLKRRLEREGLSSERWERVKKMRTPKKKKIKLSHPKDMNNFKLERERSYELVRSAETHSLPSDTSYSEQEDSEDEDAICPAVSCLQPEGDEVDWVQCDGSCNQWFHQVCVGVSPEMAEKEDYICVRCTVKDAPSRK
#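 Compound dilutions met 200 nM (final) KDM5BΔAP for 10 min at room temperature before substrate addition. The substrate mix held 12.5 µM H3K4me3 with cofactors 25 µM α-ketoglutarate and 50 µM Fe²⁺. NADH signal gain over 30 min defined activity.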
# * marks the source's active call; other numbers are inactive results; ? = inconclusive; & = joins results of further samples; [ ] = another dose, or the depositor's remark. Potency is the fitted concentration of half-maximal effect.
item	canonical_smiles	KDM5B inh
1	COc1ccccc1-c1ccc(CN2CCN(c3ccc(Cl)nn3)C(=O)C2)cc1	13%
2	COCCCNC(=O)CN1C(=O)COc2ccc(S(=O)(=O)N3CCCCCC3)cc21	-7%
3	O=C(c1ccc2c(c1)OCO2)N1CCC2(CC1)N=C(c1ccc(Cl)cc1)NO2	32µM*
4	CS(=O)(=O)NC[C@H]1Cn2ccnc2CO1	19%[115 µM]
5	CCOP(=O)(Cc1ccc(C(C)(C)CC(C)=O)o1)OCC	19%
6	Cc1ccc(S(=O)(=O)Nc2nc3ccccc3nc2NCc2ccc(Cl)cc2)cc1	?
7	CCOc1ccc(CNC(=O)Cn2cc3c(n2)-c2c(oc(C(=O)N4CCOCC4)c2C)CC3)cc1	?
8	COc1cc(C)ccc1OC(=O)C(C)Oc1ccc(Br)cc1 (stereo not drawn)	15%
9	O=C(CC1CCCC1)N1CCC2(CC1)CC(N(C(=O)c1ccccc1)C1CC1)CCO2 (stereo not drawn)	-8%
10	O=C(Nc1cc(F)ccc1Cl)c1cc2n(n1)CC(c1ccc(Br)cc1)OC2 (stereo not drawn)	25µM*
11	Cc1cc(C)c2c(=O)cc(C(=O)Nc3ccc(S(N)(=O)=O)cc3)oc2c1	12%
12	CCCc1ccc2oc(C(=O)NCCc3nc(C(=O)OCC)cs3)c(C)c2c1	-34%
13	O=C(CCC1CCCCC1)Nc1cccc(F)c1	13%
14	Cc1cc(C)cc(C(=O)N2CCN(C3CCN(CCC(C)C)C3=O)CC2)c1 (stereo not drawn)	16%
15	Cc1ccc(NS(=O)(=O)c2ccc(NC(=O)N3CCCC3)cc2)cc1C	10%
16	O=C(CNC(=O)c1ccc2c(c1)OCO2)Nc1ccc2c(c1)-c1ccccc1C2	5%
17	Cn1c2c(c(=O)n(C)c1=O)C(CC(=O)Nc1ccccc1F)C(=O)N2 (stereo not drawn)	-14%
18	Cc1ccc(S(C)(=O)=O)cc1C(=O)Nc1ccc(N2CCOCC2)cc1	2%
19	CCOc1ccc(-c2ccnc(NCC3CCNCC3)n2)cc1C(=O)O	?
20	O=C(C1CCc2nnc(-c3ccc(Cl)cc3Cl)n21)N1CCOCC1 (stereo not drawn)	-18%&-2%[115 µM]
21	COc1ccc(CO[C@H]2COCCN(c3nc4ccccc4o3)C2)cc1	5%[86.2 µM]
22	O=C(NC1C[C@H]2CC[C@@H](C1)N2C(=O)c1ccoc1)c1ccncc1 (stereo partly drawn)	-2%
23	Cn1c(COc2ccc(C(C)(C)C)cc2)nnc1SCc1csc(-c2ccc(F)cc2)n1	7%
24	CN(C)C(=O)c1ccc(NC(=O)COC(=O)c2cc3ccccc3o2)cc1	-28%
25	CCCc1nnsc1C(=O)N[C@@H]1COCC[C@@H]1OCC1CC1	?

# Sorted by value in KDM5B inh (rising): some entries from above
entry | SMILES | KDM5B inh
16 | O=C(CNC(=O)c1ccc2c(c1)OCO2)Nc1ccc2c(c1)-c1ccccc1C2 | 5%
11 | Cc1cc(C)c2c(=O)cc(C(=O)Nc3ccc(S(N)(=O)=O)cc3)oc2c1 | 12%
13 | O=C(CCC1CCCCC1)Nc1cccc(F)c1 | 13%

# Some of the entries above, set out differently:
5. CCOP(=O)(Cc1ccc(C(C)(C)CC(C)=O)o1)OCC
- KDM5B inh: 19%

6. Cc1ccc(S(=O)(=O)Nc2nc3ccccc3nc2NCc2ccc(Cl)cc2)cc1
- KDM5B inh: ?

7. CCOc1ccc(CNC(=O)Cn2cc3c(n2)-c2c(oc(C(=O)N4CCOCC4)c2C)CC3)cc1
- KDM5B inh: ?

8. COc1cc(C)ccc1OC(=O)C(C)Oc1ccc(Br)cc1 (stereo not drawn)
- KDM5B inh: 15%

# Other results:
item	canonical_smiles	KDM5B inh
26	Cc1ccsc1CN1CCc2nc(N3CCN(C)CC3)[nH]c(=O)c2CC1	16%
27	O=C(CSc1nnc(-c2ccccc2)c(-c2ccccc2)n1)NC1CCCCC1	3%
28	O=C(NNc1c2ccccc2nc2ccccc12)C(O)c1ccccc1 (stereo not drawn)	-3%
29	Cc1ccc(CC(C#N)Sc2nnc(COc3ccccc3Cl)n2C)cc1 (stereo not drawn)	0%
30	FC(F)(F)c1cc(-c2cccs2)nc(NC2CCCCC2)n1	?
31	O=C(NC1CC1)c1nc[nH]c1C(=O)NC1CCCCNC1=O (stereo not drawn)	-19%
32	COc1ccc(S(=O)(=O)c2c(SC)nn(CC(=O)Nc3cccc(C)c3C)c2N)cc1	-3%
33	O=C(C[C@H]1NC(=O)c2ccccc2NC1=O)Nc1nc(-c2cccs2)cs1	?
34	O=C(c1n[nH]c2c1CCCC2)N1CCC2(CC1)NC(=O)N(c1ccc(F)cc1)N2	?
35	O=C(Nc1ccccc1)NC1CCCCCCC1	25%
36	CCn1c(=O)c2sccc2n2c(CCCC(=O)Nc3ccc(Oc4ccccc4)cc3)nnc12	-14%
37	CCOc1ccc(-c2nc(CNC(=O)NC3CCCC3)c(C)o2)cc1	20%
38	Cc1ccccc1Cn1c2ccccc2c2cnn(CC(=O)NC(C)CCc3ccccc3)c(=O)c21 (stereo not drawn)	?
39	O=C1Nc2ccccc2CCC1n1nc(-c2ccc(Br)cc2)ccc1=O (stereo not drawn)	-5%
40	CC(=O)N1CCN(c2cc(-c3noc([C@@H]4CCCN4Cc4ccccc4)n3)ccn2)CC1	35µM*
41	CS(=O)(=O)N1CCCC(C(=O)Nc2ccc(F)cc2F)CCNC(=O)CC1 (stereo not drawn)	25%
42	Cn1cc(CC(=O)N2CCCc3ncc(C(=O)NCc4cccc(F)c4)cc32)c2ccccc21	-16%
43	CC1=C[C@@H](CC#N)[C@H](C(C)C)C[C@H]1CC(=O)N(C)Cc1cccnc1	-12%[86.2 µM]
44	O=C(NCCc1ccccc1)c1cnc2sc(N3CCCC3)nn2c1=O	?
45	CN(Cc1cn(CC2CCCCC2)nn1)S(=O)(=O)c1ccccc1Br	5%
46	COc1ccc(CCn2c(=O)c3cccnc3n(CC(=O)Nc3cccc(C)c3)c2=O)cc1OC	-17%
47	Cc1cc(C)c(CNCC(O)c2ccccc2)c(C)c1 (stereo not drawn)	-7%
48	Cc1nnc(N2C(=O)C(O)=C(C(=O)c3ccco3)C2c2cccc3ccccc23)s1 (stereo not drawn)	?
49	COc1ccc(C2C=C(c3ccccc3)Nc3nc(NC(=O)/C=C/c4ccccc4Cl)nn32)cc1 (stereo not drawn)	?
50	COc1ccc2[nH]cc(CCNS(=O)(=O)c3ccc(C)cc3)c2c1	10%

# Additional results.
item	canonical_smiles	KDM5B inh
51	CCCN1CCCC12Cc1ccccc1CN(C(C)=O)C2 (stereo not drawn)	?
52	O=C1[C@@H]2CSCN2C(=O)CN1Cc1c(F)cccc1Cl	21%
53	O=C(/C=C/c1ccc([N+](=O)[O-])cc1)OCC(=O)C12CC3CC(CC(C3)C1)C2	20%
54	Cc1cc(Br)ccc1NC(=O)c1ccc2c(Cl)c3c(nc2c1)CCCC3	20%
55	COc1cccc(NC(=O)CSc2ccc(-c3ccco3)nn2)c1	?
56	COc1ccc(C(=O)Nc2ccnn2C2CCN(Cc3ccncc3)CC2)cc1	?
57	O=C(C1CCC1)N1CCCC1c1nc(C2CCOCC2)no1 (stereo not drawn)	?
58	COc1ccc(CCNC(=O)CCCCn2c(=O)c3ccccc3n(CC(=O)Nc3ccc(C)cc3C)c2=O)cc1OC	-12%
59	CCOc1cc(Br)c2cc(C(=O)O)[nH]c2c1OC	?
60	O=C(NCc1cccnc1)[C@@H]1C[C@@H](O)CN1C1CCN(C(=O)CCC2CCCC2)CC1	-12%
61	COCCN1CCC(N2CCN(C(=O)c3ccc(F)cc3F)CC2)C1=O (stereo not drawn)	-3%
62	COc1ccc(-c2cc(C(=O)OC(C)C(=O)c3ccccc3)c3cccc(Cl)c3n2)cc1 (stereo not drawn)	-11%
63	COC(=O)c1ccccc1NC(=O)CSc1nnc2cc(C)c3cc(C)cc(C)c3n12	-12%
64	COc1ncc(-c2nccc3c(=O)cc(N(C)c4ccccc4)oc23)cn1	-8%[86.2 µM]
65	CCCC(C)NC(=O)Nc1cc(C(=O)NC)ccc1C (stereo not drawn)	12%
66	Cc1ccc(CNC(=O)c2ccc(C(F)(F)F)cc2)cc1	-4%
67	FC(F)(F)c1ccc(CNCc2ccco2)cc1	16%
68	O=C1NC2(CCCN(C(=O)Cc3ccccc3)C2)COc2ccccc21 (stereo not drawn)	-19%
69	Cc1cccc(C(=O)N2CCC3(CC2)CC(CC(=O)NCc2ccncc2)CCO3)c1 (stereo not drawn)	?
70	O=C(COc1ccc(Cl)cc1)Nc1ccc2c(c1)CCCN2C(=O)c1cccnc1	1%
71	CC(C)=CCN1CCN(Cc2ccccn2)CC1	-18%
72	O=C(CSc1nnc(-c2ccco2)n1C1CCCCC1)N1CCN(c2ncccn2)CC1	19%
73	COc1ccc(CNS(=O)(=O)c2ccc(N3CCCCS3(=O)=O)cc2)cc1	?
74	O=C(Cc1ccccc1)Nc1ccc([C@H]2OCC(=O)N[C@@H]2CO)cc1	-11%[86.2 µM]
75	Cn1nc(C(=O)Nc2ncc(Cc3cc(C(F)(F)F)ccc3Cl)s2)c2ccccc2c1=O	-9%

# More records
item	canonical_smiles	KDM5B inh
76	Cc1nc([C@H]2CCN(Cc3cccc(OC(F)(F)F)c3)C[C@H]2NC(=O)C2CC2)n[nH]1	-27%
77	c1cc(-c2nc(-c3ccc4c(c3)OCCCO4)cs2)cs1	6%
78	CCCCOc1ccc(/C=C(\C#N)C(=O)NC2CC2)cc1	-14%
79	C=CCN(C(=O)Cc1nn(C)c(=O)c2ccccc12)C(C)C	-4%
80	O=C(CN1c2ccccc2S(=O)(=O)c2ccccc21)Nc1cccc(C(F)(F)F)c1	?
81	CC(=O)N1CCOc2cc(S(=O)(=O)NCc3ccccc3Cl)c(C)cc21	-52%
82	CCCCCNC(=O)CCCC(=O)NCCCCC	23%
83	COCCNC(=O)c1nn(-c2ccc(C)cc2)c(=O)n(C)c1=O	-23%
84	C/C(=N\O)c1cc2cc(Br)ccc2oc1=O	-8%
85	CCC1CCCCN1CCCNC(=O)c1c(O)nc2cc(C)ccn2c1=O (stereo not drawn)	?
86	Cc1cccc(-n2c(SCC(N)=O)nc3c(oc4ccccc43)c2=O)c1	5%
87	O=C(c1ccccc1OCC1CCCNC1)N1CCCC1 (stereo not drawn)	-14%
88	CCC1c2nccn2CCCN1C(=O)c1ccc2ncccc2c1 (stereo not drawn)	-2%
89	O=C(NC1CCCCC1)C1CCCc2ccccc21 (stereo not drawn)	21%
90	Cc1cccc(-c2nc3n(CC(=O)N4CCCCCC4)c(C)cc(=O)n3n2)c1	19%
91	COC(=O)c1sc(NC(=O)CCN2CCc3ccccc32)c(C(=O)OC)c1C	2%
92	CCCCOc1ccc(-c2csc(-c3nc(-c4ccc(F)cc4)cs3)n2)cc1	11%
93	O=C1CC2(CCN(Cc3cccnc3)CC2)Oc2cc(Cl)ccc21	2%
94	O=C(O)Cc1c(-c2ccccc2)c2cc(Br)ccc2[nH]c1=O	-1%
95	COc1cc(Cl)c(C)cc1NC(=O)c1cc(S(=O)(=O)N2CCCC2)ccc1F	-16%
96	CCOC(=O)c1cn2nc(Oc3cccc(C(F)(F)F)c3)ccc2n1	?
97	COc1ccc(N2CCN(C(=O)NC(=O)c3ccccc3)CC2)cc1	40%
98	O=C(N[C@@H]1CN(C(=O)c2cccc3[nH]ccc23)CC[C@@H]1CO)C1CC1	?
99	CCCc1noc(-c2cn(C3CCN(C(=O)Cc4cccc(OC)c4)CC3)nn2)n1	1%
100	CC(C)(O)CCc1cccc(C(=O)N2CCC(Nc3ncccn3)CC2)c1	?

# Other records follow.
item	canonical_smiles	KDM5B inh
101	Cc1[nH]c2c(C(=O)NC3CCCC3)cccc2c1C	0%
102	CN(C)C(=O)c1cccnc1OC1CCN(C(=O)c2ccc(F)cc2)C1 (stereo not drawn)	17%
103	CCCNC(=O)c1ccc(Cl)nc1	8%
104	CC(=O)Oc1cccc(/C=C2\Sc3ccccc3C2=O)c1	?
105	CSCCC(=O)N1CCOC(Cc2cccc3ccccc23)C1 (stereo not drawn)	-15%
106	Clc1cccc(CNCCCSc2nnnn2-c2ccccc2)c1	-13%
107	CC(=O)c1cccc(NC(=O)C2(c3cccc(Br)c3)CCCC2)c1	-12%
108	Cc1nc(-c2c3n(c(=O)n(CC(=O)Nc4cc(F)ccc4F)c2=O)CCCC3)no1	-19%
109	COCCn1c(CCC(=O)Nc2ccc(C)cc2)nc2c1c(=O)[nH]c(=O)n2CC(C)C	-13%
110	CC(C)C(C)NC(=O)COc1ncnc2ccc(Br)cc12 (stereo not drawn)	19%
111	COc1ccccc1C(=O)N1CCn2c(nnc2-c2ccncc2)C1	5%[149 µM]
112	CC(C)NC(=O)c1cc(-c2ccc(Cl)cc2)nc2ccccc12	-15%
113	O=Cc1cc(Br)cc(Cl)c1O	-5%
114	CC(C)=CCOc1ccc2c(-c3cc4ccccc4oc3=O)cc(=O)oc2c1	11%
115	Cc1[nH]c2ccccc2c1C(=O)C(=O)NCC(C)N1CCCC1 (stereo not drawn)	-21%
116	COc1cc(CNC(=O)CN2CC3CC(C2)[C@H]2CCCC(=O)N2C3)cc(OC)c1 (stereo partly drawn)	19%
117	CCOC(=O)N1CCc2c(sc3c2c(=O)n(CCc2ccccc2)c(=O)n3Cc2ccc(F)cc2)C1	-16%
118	CCn1nnc2cc(C(=O)Nc3nc(-c4ccc5c(c4)CCC5)cs3)ccc21	-20%
119	C=CCNC(=O)NC(=O)CN1C(=O)NC(c2ccccc2)(c2ccccc2)C1=O	22%
120	COC(=O)c1ccc2nc(CO[C@H]3CN(Cc4ccc5ccccc5n4)C[C@H]3F)[nH]c2c1	?
121	COc1cc(/C=C2/SC(=O)NC2=O)ccc1OC(=O)c1ccco1	5%
122	CO[C@H]1[C@H](NC(=O)Cc2ccccc2C)c2ccccc2C12CCNCC2	-26%

# Screening results from PubChem.

# Some of the compounds tested (hit frequency here may not be typical).
